# XIAP antagonists: small molecules displacing peptide from XIAP – biochemical, IAP family, fluorescence polarization (AID 1018) | XIAP BIR domain, fluorescence polarization peptide displacement; higher % means a stronger effect | displacement, % at 20 µM; hits with a dose series show IC50 in µM | 200,000 compounds, 0.007% hits; in the data active means displacement above about 50%; further: a part of the inactive calls stands beside numbers as strong as those of hits
# CSM14.1 death rescue: rescue of cells from ER stress-induced death, primary screen, 384-well, CSM14.1, thapsigargin, ATP luminescence (AID 1222); CSM14.1 thapsigargin-induced death rescue, ATP luminescence; higher % means a stronger effect; one-dose cellular ATP content (survival), % at 20 µM; EC50 in µM for titrated hits; 190,000 tested, under 10 active;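 active means EC50 below 50 µM in the dose-response confirmation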;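 further: death triggered by thapsigargin at about 15 µM added after 2 h compound pretreatment; cell ATP read after overnight thapsigargin exposure of roughly 18 to 22 hours; normalized against plate controls of thapsigargin alone and 5% DMSO vehicle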
# Lipid droplet: hepatic lipid droplet formation modulation. AML12 mouse hepatocytes, oleate lipid droplets, BODIPY imaging. inhibition, % at 6.5 µM. 240,000 compounds, 0.4% hits;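 active means lipid droplet intensity inhibited by at least 50%, with more than 500 cells counted; inconclusive means wells with under 300 cells, treated as cytotoxic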
#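 Technique: fluorescence imaging, 20x objective, two fields per well / Assay system: AML12 hepatocytes (mouse) / Measure: % inhibition of lipid droplet signal / Doses: 6.5 µM single-point dosing / Incubation: overnight exposure / Reagent: 100 µM oleic acid challenge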
# Ins promoter up: MIN6 insulin promoter up-regulation; AID 1625; 190,000 compounds, 0.3% hits; z-score at 5 µM; MIN6 insulin promoter-GFP reporter, high-content imaging; hits give high values;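 active means z-score above 3 at 5 µM with at least 500 cells counted in the well; inconclusive means wells under 500 cells, flagged as cytotoxic or low count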
# Dynein cargo inh: blocks dynein driven cargo transport along microtubules | AID 1381 | 220,000 compounds, 0.47% hits | z-score, hits read low | 3617.4 mouse cells, GR-EGFP nuclear translocation imaging; test concentration mostly 20 µM; stimulated with dexamethasone, 1 µM; hits give low values;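 active means plate z-score of nuclear minus cytoplasmic receptor signal below a set negative limit, without overly bright fluorescence or cell loss, cut at about -3.5 in these data, passing the limit was not always enough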;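 further: z-score of nuclear minus cytoplasmic ring GR-EGFP intensity difference per well; some compounds called inactive have numbers as strong as hits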
#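 Buffer or medium: tetracycline-free induction medium containing charcoal-stripped FBS / Reagent: dexamethasone agonist, 1.0 µM final, for 30 min / Technique: automated 10x imaging of fixed Hoechst-stained cells / Times: induction 48 h, compound 1 h, agonist 30 min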
# MT stabilizer: stabilizes microtubules in HeLa cells | HeLa tubulin immunostaining HCS, 24 h; share of cells brighter than vehicle mean+2SD | % tubulin-high responders, % at 10 µM | 200,000 compounds, 0.83% hits;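 active means plate Z-score above 3 for both tubulin-high and condensed-nucleus cell shares, with cell loss under 80%, at 10 µM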;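 further: anti alpha tubulin signal scored within the nucleus-defined area of each cell; some results filed as inactive read as strong as hits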
# Autophagy HCS: alters autophagy in cells. 190,000 compounds, 0.98% hits. calls only at 10 µM (by protocol). MEF GFP-LC3 puncta imaging; test concentration mostly 10 µM;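 active means percentage of spot-positive cells more than 3 SD above its plate mean, without a fluorescence outlier flag or 80% toxicity; inconclusive means no clear call, values can overlap the other calls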;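 further: spot-positive cell cutoff set from DMSO-treated cells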
# WT yeast gro inh: growth inhibition of WT yeast, mitochondrial fusion screen | mitochondrial fusion phenotypic screen, WT strain | inhibition, % at 10 µM | 190,000 compounds, 2.1% hits; in the data active means inhibition above about 58%; tested in S. cerevisiae
# b-catenin transl: beta-catenin nuclear translocation modulation; HeLa beta-catenin nuclear translocation, immunofluorescence imaging; nuclear translocation activity, % at 5 µM; 190,000 compounds, 0.3% hits; AID 1665;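 active means nuclear translocation activity above 50% at 5 µM, with a well cell count of 50 or more; inconclusive means wells under 50 cells across six images, flagged as toxic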;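 further: per-cell ratio of nuclear to cytoplasmic median beta-catenin stain intensity; plate controls were DMSO negative control for no effect and GSK-3 inhibitor IX positive control for full effect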
#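 System: HeLa cells, endogenous beta-catenin; compound dosing: 5 µM primary single dose, 0.1% DMSO, 0.02–20 µM confirmation series; incubation: 24 h compound exposure at 37°C, 5% CO2; signal: beta-catenin immunofluorescence imaging with DAPI; evaluation: % activation, nuclear-to-cytoplasmic median beta-catenin signal ratio per cell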
# WT yeast gro inh mutant strain: further read-out of WT yeast gro inh, marked with its call; inhibition, %; mitochondrial fusion phenotypic screen, mutant strain inhibition
# Dynein cargo inh cytoplasmic EGFP: second read-out of Dynein cargo inh, no call of its own (marks repeat the call); z-score; measured here: cytoplasmic GR-EGFP intensity; hits give high values
# Dynein cargo inh nuclear GR-EGFP: second read-out of Dynein cargo inh, no call of its own (marks repeat the call); z-score; measured here: nuclear GR-EGFP intensity;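 lower value marks the stronger effect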
# Dynein cargo inh cell count: also measured in Dynein cargo inh; calls as there; z-score; measured here: cell count per field
# Ins promoter up cell count: second read-out of Ins promoter up, no call of its own (marks repeat the call); cell count; measured here: cytotoxicity, nuclei count;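 total cells summed across four imaged fields per well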
# Lipid droplet cells 6.5 µM: recorded beside Lipid droplet, whose call it bears; cell count; measured here: cell count, cytotoxicity flag;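 cells counted across two imaged fields per well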
# b-catenin transl cell count 5 µM: recorded beside b-catenin transl, whose call it bears; cell count; measured here: cell count, cytotoxicity flag
# MT stabilizer Hoechst-high %: second read-out of MT stabilizer, no call of its own (marks repeat the call); % Hoechst-high responders; measured here: nuclear condensation Hoechst responders;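 share of cells brighter than vehicle mean plus two SD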
# MT stabilizer cytotoxicity %: also measured in MT stabilizer; calls as there; toxicity, %; measured here: cytotoxicity by cell density;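 0% = mean cell density of plate MIN control wells and 100% = no cells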
# Autophagy HCS cell loss 18 h: recorded beside Autophagy HCS, whose call it bears; toxicity, %; measured here: cell loss, nuclei count;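 cell loss after 18 h compound exposure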
# * hit, by the source's call; i = inactive; ? = inconclusive; / = not tested or not shown; + = active, no number.
# Values run as follows: XIAP antagonists, CSM14.1 death rescue, Lipid droplet, Lipid droplet cells 6.5 µM, Ins promoter up, Ins promoter up cell count, Dynein cargo inh, Dynein cargo inh cytoplasmic EGFP, Dynein cargo inh nuclear GR-EGFP, Dynein cargo inh cell count, MT stabilizer, MT stabilizer Hoechst-high %, MT stabilizer cytotoxicity %, Autophagy HCS, Autophagy HCS cell loss 18 h, WT yeast gro inh, WT yeast gro inh mutant strain, b-catenin transl, b-catenin transl cell count 5 µM
CCOc1cc(C2C(C(=O)c3ccc(C)cc3)=C(C(=O)OC)Nc3nnnn32)ccc1O (stereo not drawn)
→ -3.3%, 0.3%, 3, 751, 0.35, 921, 1, -0.21, 0.88, -0.79, 0.8, 0.7, 9.6, i, -5, -9, 13, /, /
O=[N+]([O-])c1ccc(N/N=C/c2sc(N3CCOCC3)nc2-c2ccccc2)c(S(=O)(=O)Nc2ccc(Cl)cc2)c1
→ -4.4%, -0.6%, -24, 528, ?, /, -5, 65, 6, -1.7, 24, 1.3, 18, +, 18*, 4, 0, 1.5, 1149
Cc1ccc(NC(=O)CCSCCC(=O)Nc2ccc(C)c(C)c2)cc1C
→ -7.2%, 0.1%, /, /, 0.26, 1564, -1, 0.49, -0.18, -0.08, 2.8, 2.3, 7.2, i, 7, 3, -4, -4.0, 1354
Nc1c(C(=O)NC2CC2)sc2nc3c(c(-c4ccco4)c12)CC/C3=C/c1ccco1
→ -6.9%, -1.8%, 12, 734, 1.1, 1196, -2.7, 4.3, -0.3, 0.84, 2.1, 2.9, 6.3, i, 10, 17, 15, 4.2, 498
Cc1nc2ccccn2c1C(=O)N/N=C/c1ccc(CNC(=O)C(=O)Nc2ccccc2)o1
→ 5.3%, -3.2%, 10, 685, -0.02, 1138, 0.054, -0.26, 0.22, 1, 3.6, 3.2, 11, i, 2, -7, 7, 2.6, 443
COC(=O)C1CCN(C(c2ccc(OC)c(OC)c2)c2sc3nc(C)nn3c2O)CC1 (stereo not drawn)
→ -2.1%, -3.4%, -12, 633, -0.02, 1813, 2.7, 0.072, 1.9, -1.5, 4.4, 2.1, 7.4, i, 0, -3, 2, -0.7, 1098
C/C=C/C(=O)OCC(=O)Nc1cccc(Br)c1
→ -4.3%, -1.2%, -6, 673, 0.05, 1239, 0.12, -0.031, 0.31, -1.1, 1.8, 1.9, 6.5, i, 13, 9, -13, -2.6, 1090
Cc1ccc(C(=O)CSc2cc(C)nc(SCC(=O)c3ccccc3)n2)cc1
→ -17%, -0.7%, -15, 783, -0.96, 928, -0.19, -0.22, -0.18, -0.24, 2.2, 0.8, 1.0, i, 5, 2, -4, 0.0, 1130
CC(C)Cc1nc(N2CCN(C(=O)C(C)C)CC2)c(C#N)c2c1CCC2
→ -3.6%, 0.8%, /, /, 0.06, 1421, -0.51, 0.16, -0.8, -0.22, 3.5, 2.7, 6.1, i, 18, 2, 4, -2.7, 753
Cc1sc2ncn(CC(=O)NCC(=O)N(C)C3CCCCC3)c(=O)c2c1C
→ -13%, 1.3%, -5, 778, 0.36, 1015, -1.4, 0.24, -0.72, 0.95, 1.3, 0.7, 6.4, i, -6, 1, 1, /, /
CCOC(=O)CSc1ccc2nnc(-c3cccs3)n2n1
→ -6.7%, 1.3%, 2, 708, -0.49, 1313, 0.52, -0.083, 0.67, -0.75, 7.4, 1.6, 5.1, /, /, -17, -9, -2.5, 1187
CCN1CCN(C(=O)CN(C)S(=O)(=O)c2ccc(Cl)cc2)CC1
→ -9.9%, 0.3%, 0, 804, 0.11, 1029, -0.16, -0.27, 0.1, 1.7, 3.1, 1.6, 8.8, i, 36, 13, 22, /, /
Cc1cc2cccc(C)c2nc1SCC(=O)N(C)c1nc(-c2ccccc2)cs1
→ -7.4%, 0.1%, /, /, /, /, 0.79, -0.22, 0.51, -0.27, 3.6, 2.3, 3.3, i, 12, 33, 16, /, /
CC(NC(=O)c1ccc(Br)s1)C1CCCO1 (stereo not drawn)
→ -3.5%, -1.2%, 14, 776, /, /, 0.046, -0.23, 0.0081, -0.48, 1.5, 2.2, 6.4, i, -2, -8, -28, /, /
CCCCN(CCCC)C(=O)c1cc2ccccc2c(=O)o1
→ -2.8%, -0.8%, -12, 645, -0.24, 791, -0.68, -0.26, -0.46, 0.4, 2.6, 2.2, 3.2, i, -4, -10, -15, 1.5, 496
CCCc1noc2c1C(c1ccoc1)C(C#N)=C(N)N2 (stereo not drawn)
→ -4.7%, 0.7%, /, /, -1.2, 1390, 1.6, 0.42, 0.66, -1.2, 4.7, 1.8, 2.1, i, 4, -7, -8, -0.2, 847
CCN(CC)c1nc2c(s1)C(=O)NCCC2
→ -12%, -0.5%, /, /, 0.62, 1374, 0.35, -0.043, 0.48, 0.24, 1.3, 1.1, 8.1, i, -2, 5, 13, 0.1, 827
COc1ccc(-n2c(SCC(=O)NCCCN3CCCC3=O)nnc2C(C)N2CCCCC2)cc1 (stereo not drawn)
→ -4.2%, 2.4%, 26, 678, 0.78, 1312, 0.37, -0.33, -0.4, -0.81, 3.3, 2.3, 7.9, i, 1, -6, 1, -2.8, 1123
O=[N+]([O-])c1ccccc1/C=N/N1CCN(c2ccncc2S(=O)(=O)N2CCCCC2)CC1
→ 0.4%, 0.3%, -4, 684, -0.48, 1352, -0.88, -0.23, -0.39, 1.2, 2.6, 1.4, 10, i, -4, 31, 3, -2.6, 1030
CCOc1ccc2[nH]c(=O)c(CN(Cc3ccco3)C(CC)c3nnnn3Cc3ccccc3)cc2c1 (stereo not drawn)
→ -3.4%, 3.4%, /, /, /, /, -0.75, 1.3, 0.043, 0.66, 3.4, 2.2, 8.4, i, 7, 23, -9, -3.8, 1026
CN1CCN(c2ccccc2NC(=O)c2ccc(Br)o2)CC1
→ -3.4%, -3.0%, -8, 749, 0.39, 1222, -0.4, -0.23, -0.2, 1.2, 2.1, 1.5, 1.4, i, 0, 5, 15, -1.5, 1042
CCCC(=O)NC(=S)Nc1ccc(NC(=O)c2cccs2)cc1
→ -3.8%, 2.4%, 10, 797, /, /, -0.09, -0.24, -0.038, 0.87, 2.1, 2.5, 4.3, i, 5, 3, 2, -4.2, 1203
O=C(NNC(=O)NC1CCCCC1)NC1CCCCC1
→ -4.2%, 1.4%, 0, 648, 0.64, 1686, -0.65, 0.11, 0.34, -0.33, 4.4, 3.0, 8.0, i, 2, 10, 11, 0.0, 957
c1coc(-c2nnc3sc(C4CCCCC4)nn23)c1
→ -5.6%, 0.3%, /, /, 0.47, 1261, -1.2, -0.17, -0.37, 0.59, 3.2, 1.5, 7.6, i, -6, 20, 25, -5.3, 913
Cc1nn(-c2ccccc2)c(C)c1/C=C/C(=O)OC(C)C(N)=O (stereo not drawn)
→ -5.1%, 1.6%, 4, 622, 0.08, 1471, -0.44, -0.33, -0.47, 0.77, 1.2, 1.5, 7.9, i, -5, -4, -17, 1.5, 1045
Cn1cccc1C(=O)OCC(=O)Nc1ccc2c(c1)OCO2
→ -3.8%, -0.7%, 8, 689, -0.55, 1178, 0.025, -0.26, -0.13, -1.3, 4.3, 1.4, 9.2, i, -6, -11, 8, -0.6, 1126
COc1ccc(OCc2cnc(Cl)s2)cc1
→ -4.6%, 0.8%, /, /, /, /, 3.1, -0.12, 1.3, -3.4, 4.1, 1.6, 3.5, i, 6, -2, 5, /, /
COc1cc(/C=C(/C#N)C(=O)Nc2ccc(C)cc2)ccc1Oc1nc(Cl)ncc1F
→ -7.7%, 11%, 6, 617, 0.05, 1251, -0.3, -0.12, -0.13, 0.053, 4.4, 4.2, 3.9, i, 9, -3, 14, 7.2, 386
CCC(=O)Nc1ccc(-c2nc(-c3ccccc3)n(CC(=O)N3CCCCC3)n2)cc1
→ -0.4%, -1.8%, 14, 644, 0.74, 1347, -0.84, -0.22, -0.22, 0.066, 0.6, 1.8, 0.7, i, -1, -9, -13, /, /
Cc1ccn2c(-c3csc(NCc4ccccc4)n3)c(C)nc2c1
→ -1.6%, 8.4%, -59, 680, /, /, -0.92, -0.24, -0.29, -0.58, 3.4, 2.1, 7.6, i, -2, 21, 17, 6.4, 193
CCN(CC)S(=O)(=O)c1cccc2cc(C(=O)O)c(O)cc12
→ -2.5%, -1.2%, /, /, /, /, -0.57, -0.22, -0.048, 0.38, 6.1, 3.2, 5.8, i, 2, 9, -6, -1.0, 935
CCn1c(SCc2ccc(C#N)cc2)nnc1-c1ccc(S(=O)(=O)N2CCCCC2)cc1
→ -7.2%, 0.4%, /, /, -0.3, 1417, 0.027, 0.49, 0.43, -0.79, 2.7, 1.6, 12, i, 13, -11, -5, 1.2, 1262
O=C(Cn1cnc2ccccc21)N/N=C/c1ccccn1
→ -2.0%, -0.1%, /, /, -0.12, 1609, 0.32, 0.18, -0.054, 0.11, 2.3, 2.1, 11, i, -1, -5, 1, 0.4, 1284
CC12CCC(C/C1=N/NC(=O)Nc1ccccc1)C2(C)C (stereo not drawn)
→ -5.5%, 0.8%, -6, 651, 0.96, 1575, 0.65, -0.27, 0.77, -0.9, 2.0, 1.7, 4.1, i, 3, -3, -21, 0.3, 907
O=C(NC1CCCCC1)C(c1ccc(O)c(O)c1)N(C(=O)Cn1nnc2ccccc21)c1cccc(O)c1 (stereo not drawn)
→ -2.2%, -0.6%, -16, 691, 0.66, 1287, -0.71, -0.28, -0.81, 0.46, 0.8, 0.7, 4.4, i, -2, 1, -9, 2.4, 1080
